Screens deposited in PubChem BioAssay by Broad Institute.
E-sel inducer – induces E-selectin expression in human endothelial cells | P16581 | HUVEC E-selectin immunofluorescence imaging; normalized: neutral wells 0, TNF-alpha wells 100 | activation, % at 7.58 µM | hit rate 0.37% among 260,000;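 active = mean E-selectin-positive cell signal at least 10% of the positive control, reached in at least 60% of replicates, without over 20% cell loss; inconclusive = no rule given, readout overlaps actives, possibly toxicity-flagged; inactive = the rest, including those meeting only one limit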;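 also: in these data hits start at about 27%; measured in HUVEC primary endothelial cells; signal is the percent of cells scored E-selectin positive by PE staining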
Target sequence (P16581 whole entry, looked up): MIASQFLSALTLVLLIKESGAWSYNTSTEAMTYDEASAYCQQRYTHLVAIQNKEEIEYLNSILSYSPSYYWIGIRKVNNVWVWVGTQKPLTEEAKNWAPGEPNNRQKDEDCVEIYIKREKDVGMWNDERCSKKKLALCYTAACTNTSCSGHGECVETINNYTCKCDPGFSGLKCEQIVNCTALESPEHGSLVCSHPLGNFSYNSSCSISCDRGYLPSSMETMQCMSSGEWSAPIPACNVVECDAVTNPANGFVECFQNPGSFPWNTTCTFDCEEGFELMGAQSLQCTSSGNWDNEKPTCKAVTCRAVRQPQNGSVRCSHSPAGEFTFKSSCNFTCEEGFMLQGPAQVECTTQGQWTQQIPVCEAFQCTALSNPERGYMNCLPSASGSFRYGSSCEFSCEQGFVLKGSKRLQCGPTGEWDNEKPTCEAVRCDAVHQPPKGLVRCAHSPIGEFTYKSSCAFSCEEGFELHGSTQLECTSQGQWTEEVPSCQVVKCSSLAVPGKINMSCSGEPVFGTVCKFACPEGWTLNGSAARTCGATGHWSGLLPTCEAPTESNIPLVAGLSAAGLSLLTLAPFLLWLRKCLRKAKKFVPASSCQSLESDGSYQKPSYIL
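Test system – human umbilical vein endothelial cells (HUVEC), E-selectin induction · Input – 3,000 HUVEC seeded per well · Buffer or medium – EGM-2, gelatin · Compound dosing – single-point compound dose · Detection – immunofluorescence imaging · Measure – percent E-selectin-positive cells · Controls – TNF-alpha high, DMSO low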
PglD DTNB – blocks C. jejuni PglD acetyltransferase activity; purified PglD enzyme, DTNB colorimetric CoA detection; inhibition, % at 12.5 µM; hit rate 0.098% among 360,000; AID 602405; in the data active = inhibition above about 16%, passing the limit was not always enough; inconclusive = no clear call, values can overlap the other calls; also: strong numbers were not always called active
ERp5 block – blocks human ERp5 reductase activity on insulin | Q15084 | ERp5 insulin aggregation, absorbance 650 nm, 90 min | hit rate 0.05% among 350,000 | inhibition, % at 9.99 µM;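 active = mean replicate inhibition above about 25%, with every replicate also reaching it, limit read from the data, passing the limit was not always enough; inconclusive = only one of those two criteria met; inactive = neither criterion met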
Target sequence (Q15084 whole entry, looked up): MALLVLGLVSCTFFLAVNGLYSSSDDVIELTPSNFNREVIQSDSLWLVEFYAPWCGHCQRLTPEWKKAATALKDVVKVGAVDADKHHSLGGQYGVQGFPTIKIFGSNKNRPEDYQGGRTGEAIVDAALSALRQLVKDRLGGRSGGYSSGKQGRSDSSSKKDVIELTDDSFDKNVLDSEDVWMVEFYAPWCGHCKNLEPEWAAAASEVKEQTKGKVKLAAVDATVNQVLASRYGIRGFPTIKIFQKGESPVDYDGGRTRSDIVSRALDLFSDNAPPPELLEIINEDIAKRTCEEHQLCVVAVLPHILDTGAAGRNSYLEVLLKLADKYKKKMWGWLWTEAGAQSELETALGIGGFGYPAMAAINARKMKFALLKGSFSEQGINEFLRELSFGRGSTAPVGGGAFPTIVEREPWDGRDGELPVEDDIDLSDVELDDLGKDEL
Statin myotox sup – protects C2C12 myotubes from simvastatin toxicity | ATP luminescence, 48 h; scaled: DMSO 0, geranylgeraniol control 100 | rescue of ATP level, % at 7.49 µM | hit rate 0.78% among 330,000 | AID 602340;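 active = mean ATP rescue above about 67%, or every replicate alone reaching that limit, limit read from the data, passing the limit was not always enough; inconclusive = no clear call, values can overlap the other calls; inactive = mean under the limit and some replicate under it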;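 also: myotubes were challenged with 10 µM simvastatin during compound exposure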
SIRT5 block – sirtuin-5 (human) deacylase inhibition; Purified SirT5, succinyl-peptide AMC, trypsin-coupled fluorescence; inhibition, % at 15 µM; hit rate 1.1% among 330,000; Q9NXA8; AID 652115; in the data active = inhibition above about 15%; inconclusive = no clear call, values can overlap the other calls
DENV2 CPE rescue – inhibitors of DENV2 cytopathic effect. DENV2-infected cells, cytopathic effect rescue, plate reader. CPE inhibition, % at 9.99 µM. hit rate 1.7% among 350,000; in the data active = CPE inhibition above about 20%, passing the limit was not always enough; inconclusive = no clear call, values can overlap the other calls; tested in BHK-21 cells;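 also: 0% = median of neutral control wells and 100% = median of positive control wells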
S100A4 inh HTS – blocks human S100A4 binding to myosin IIA peptide | P26447 | inhibition, % at 10.7 µM | S100A4/TAMRA-MyoIIA peptide fluorescence polarization | AID 652163 | hit rate 0.14% among 360,000;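 active = mean inhibition of at least 70% across replicates, with every replicate also reaching that level; inconclusive = mean inhibition reaches 70% but some replicates fall short; inactive = mean inhibition below 70%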
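Test system – S100A4 monomer (human) · Compound – single-point compound testing · Schedule – 5 min incubation before reading · Probe or stimulus – TAMRA-labelled myosin IIA heavy-chain peptide probe, 5 nM · Benchmarks – neutral control DMSO, positive control TFP · Medium – Calcium-containing HEPES buffer, pH 7.2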
Numbers without * were called inactive; ? = inconclusive; . = not tested or not shown. The list is partial; the hit share may differ from the screen's.

Value order – E-sel inducer | PglD DTNB | ERp5 block | Statin myotox sup | SIRT5 block | DENV2 CPE rescue | S100A4 inh HTS
(1) CCS(=O)(=O)N1[C@@H](CO)[C@@H](c2ccccc2)C12CN(C(=O)C1CCCCC1)C2
→ -0.1 | . | -2 | . | -2 | -2 | -3
(2) O=C(NCCN=C1NS(=O)(=O)c2ccccc21)c1ccco1
→ . | 1 | 7 | -14 | 20* | . | ?
(3) CC(=O)Nc1ccc(NC(=O)COC(=O)c2ccccc2SCC(=O)N2CCCC2)cc1
→ . | 2 | -3 | 8 | -3 | -11 | -2
(4) C[C@@H]1CCCCO[C@H](CN(C)Cc2ccc3c(c2)OCO3)[C@H](C)CN([C@@H](C)CO)C(=O)c2cc(NC(=O)Nc3ccc(C(F)(F)F)cc3)ccc2O1
→ -0.4 | -2 | -5 | . | -2 | -32 | 0
(5) CC(NC(=O)Nc1ccc([N+](=O)[O-])cc1)C(c1ccccc1)N1CCOCC1 (centres undefined)
→ . | . | 0 | . | 1 | 17 | 2
(6) CC1(C(=O)NCc2cccc(C(F)(F)F)c2)CCN1Cc1cc2ccccc2o1 (centres undefined)
→ -0.9 | -5 | 4 | -2 | -21 | 56* | -1
(7) CSc1ccccc1C(=O)N(C)Cc1ccccc1
→ -1.2 | 1 | 2 | 0 | . | 0 | 0
(8) N#Cc1ccccc1Cn1cc(/C=C/[N+](=O)[O-])c2ccccc21
→ . | -6 | 6 | . | -8 | -14 | 14
(9) O=C(Nc1cccc(C(F)(F)F)c1)c1cccnc1NCCO
→ . | 0 | -2 | 1 | 0 | -1 | -12
(10) CN(C)CC(=O)N1CC2(C1)[C@H](c1ccccc1)[C@H](CO)N2C(=O)C1CCC1
→ 0.0 | . | -1 | . | -2 | 6 | -12
(11) Nc1nc(COc2ccccc2)cs1
→ . | 0 | -1 | 0 | 0 | 15 | -6
(12) CC(OC(=O)c1cc(O)c2ccccc2c1O)C(=O)Nc1ccc(C(N)=O)cc1 (centres undefined)
→ 0.7 | -2 | 1 | -12 | 2 | ? | -6
(13) O=C(Cc1ccccc1F)N1CCN(S(=O)(=O)c2ccc(Cl)cc2)CC1
→ 7.6 | 1 | 6 | 1 | -4 | -1 | -1
(14) COC(=O)C[C@H]1CC[C@H]2[C@@H](COc3ccc(NC(=O)c4cc(F)cc(F)c4)cc3C(=O)N2C)O1
→ 0.2 | -1 | . | -18 | . | -1 | .
(15) C[C@@H]1CCCCO[C@H](CN(C)C(=O)C2CCCCC2)[C@H](C)CN([C@@H](C)CO)C(=O)c2cc(NC(=O)CCC(F)(F)F)ccc2O1
→ 0.1 | 3 | 5 | . | 0 | 0 | -3
(16) COc1cc(CC(=O)OCC(=O)Nc2ccc(N3CCOCC3)cc2)cc(OC)c1OC
→ 2.5 | -1 | 1 | 2 | -5 | 1 | -1
(17) Cc1ccccc1NC(C)C(=O)N/N=C/c1c[nH]c2ccccc12 (centres undefined)
→ . | . | 1 | . | -1 | 5 | -1
(18) O=C1CCc2cc(NS(=O)(=O)c3ccc(Cl)cc3)cc3c2N1CC3
→ -0.1 | . | 4 | . | 1 | 10 | 2
(19) Cn1cc(CCC(=O)NC2CC2)c2ccccc21
→ . | -3 | 1 | 7 | -2 | 7 | -5
(20) Clc1ccccc1-c1cc2nc(NCCCn3ccnc3)ccn2n1
→ 0.1 | -1 | 3 | -2 | . | 32* | -2
(21) CCOc1ccc(N(CC(=O)Nc2ccc(F)c(F)c2)S(=O)(=O)c2c(C)noc2C)cc1
→ . | 2 | -5 | 7 | . | -7 | -1
(22) CC(=O)OC1CC2(C)/C(=N\O)CCC2C2CCc3cc(O)ccc3C12 (centres undefined)
→ . | 2 | -3 | -5 | 0 | -3 | -5
(23) C[C@H]1CN([C@@H](C)CO)C(=O)c2cc(NC(=O)C3CC3)ccc2O[C@H]1CN(C)Cc1ccc(-c2ccccc2)cc1
→ -0.3 | -2 | -2 | 2 | 4 | 1 | 10
(24) O=Cc1ccccc1-n1cccn1
→ 2.3 | . | -2 | . | -2 | -3 | -1
(25) COc1cccc(S(=O)(=O)N2C[C@H](O)COC[C@@H]3O[C@H](CC(=O)N4CCN(C)CC4)CC[C@H]32)c1
→ 0.0 | 0 | 0 | -1 | 0 | -1 | 9
(26) O=C(C[C@H]1C=C[C@@H](NS(=O)(=O)c2ccccc2)[C@H](CO)O1)NCc1ccccc1F
→ 0.3 | 6 | 1 | -2 | -3 | 3 | 8
(27) Cc1noc(C)c1S(=O)(=O)Nc1ccc2c(c1)C(=O)N([C@@H](C)CO)C[C@@H](C)[C@H](CN(C)C(=O)c1ccccc1)OCCCC[C@H](C)O2
→ -0.2 | -6 | -2 | . | -2 | -2 | -2
(28) CC(C)NC(=O)N1C[C@H]2[C@@H](c3ccccc31)[C@@H](CO)N2C(=O)c1cccnc1
→ -0.1 | -1 | -1 | -2 | 2 | -4 | 0
(29) O=S(=O)(NC[C@@H]1[C@@H](c2ccccc2)[C@@H](CO)N1CC1CC1)c1ccccc1
→ -0.1 | -2 | 0 | -1 | -3 | 13 | -3
(30) CC(=O)N1CCN(CC(=O)NC(=O)Nc2ccc3c(c2)OCCO3)CC1
→ . | -2 | 1 | 7 | 1 | -5 | -4

Further entries follow.
Value order – E-sel inducer | PglD DTNB | ERp5 block | Statin myotox sup | SIRT5 block | DENV2 CPE rescue | S100A4 inh HTS
(31) Cc1cccc(-n2c(=O)[nH]c3c(C(N)=O)nc(-c4ccccc4Cl)nc32)c1
→ 2.1 | -2 | 1 | 2 | -4 | -2 | 0
(32) COc1ccc(-c2noc(N3CCC(C(=O)Nc4ccc(F)cc4F)CC3)n2)cc1
→ 0.1 | -2 | 0 | -3 | -5 | 0 | 2
(33) CCOc1ccc(C2C(C(=O)c3ccco3)=C(O)C(=O)N2CCN2CCOCC2)cc1OCC (centres undefined)
→ . | -3 | 0 | 13 | -1 | 4 | -3
(34) C[C@H](CO)N1C[C@H](C)[C@@H](CN(C)Cc2ccc(Oc3ccccc3)cc2)Oc2ccc(NC(=O)Nc3ccccc3)cc2CC1=O
→ 0.5 | 1 | -3 | 79* | 6 | 18 | 22
(35) CC(C)C[C@H]1CNC(=O)C(=O)N1CC1CCN(CCc2ccc(-c3ccccc3)cc2)CC1
→ 0.7 | -3 | -7 | 7 | -3 | -1 | 0
(36) O=C(Nc1nnc(COc2ccc(F)cc2)s1)Nc1ccccc1F
→ -0.2 | 0 | 2 | . | 1 | -9 | -1
(37) CN(C)N1C(=O)CC(N2CCCCC2)C1=O (centres undefined)
→ -0.2 | 6 | -7 | -3 | -5 | -6 | 0
(38) CCOC(CCn1c(SCC(=O)NC2CCCC2)nc2ccccc2c1=O)OCC
→ -0.2 | 8 | -2 | 1 | -4 | ? | 1
(39) CCOC(CNC(=O)c1ccc2c(c1)ncn2-c1cccc(F)c1)OCC
→ . | -4 | 0 | 5 | 1 | 13 | -3
(40) NS(=O)(=O)c1ccc(CCNC(=O)COC(=O)Cc2c(F)cccc2Cl)cc1
→ 2.4 | 0 | 7 | -17 | 0 | 3 | -4
(41) COc1ccccc1CC(=O)NNC(=O)CN(C)S(=O)(=O)c1ccc(Cl)cc1
→ -0.1 | . | -1 | . | -3 | ? | -1
(42) Cc1noc(C)c1S(=O)(=O)Nc1ccc2c(c1)C(=O)N([C@@H](C)CO)C[C@H](C)[C@H](CN(C)C(=O)NC1CCCCC1)O2
→ -0.1 | -3 | 1 | 39 | 3 | 6 | 4
(43) O[C@@H]1C[C@H](c2ccc(Cl)cc2)N(CC2CCCCC2)C[C@H]1n1cc(C2CC2)nn1
→ 0.2 | -2 | -1 | 10 | 3 | -4 | -8
(44) CCN(CC)S(=O)(=O)c1cccc(NC(=O)c2ccc(Sc3nncn3C)c([N+](=O)[O-])c2)c1
→ 3.0 | -3 | 1 | -9 | 0 | -4 | 4
(45) CCCCCCCCC(=O)NCCOc1ccccc1
→ . | -3 | 7 | . | . | -12 | -1
(46) Cc1nn(C(=O)c2nn(C)cc2[N+](=O)[O-])c(C)c1Cl
→ . | . | 1 | . | -2 | 4 | 0
(47) CC(=O)Nc1ccc(NC(=O)C(C)OC(=O)c2ccccc2C(=O)c2ccc(Cl)c([N+](=O)[O-])c2)cc1 (centres undefined)
→ . | -1 | -3 | 25 | -3 | 16 | 6
(48) CC(C)(C)c1ccc(C2=CSC3=NCCN23)cc1
→ 1.4 | -2 | 0 | 11 | 2 | -6 | -2
(49) CCCCNC(=O)c1[nH]c(=O)cnc1-c1ccccc1
→ -0.1 | 8 | -9 | 9 | 1 | -1 | -2
(50) COc1ccc(C(=O)NC(C)Cc2cnccn2)cc1OC1CCN(C(C)C)CC1 (centres undefined)
→ . | 3 | 0 | 0 | 0 | 2 | -5
(51) CCOC(=O)c1cc(S(=O)(=O)NC2CCCCC2)cn1C
→ . | 1 | -1 | 1 | 0 | 16 | 1
(52) Cc1cc(N=Nc2ccccc2C(=O)O)c(C)c(C)c1O
→ . | . | -6 | . | 5 | 4 | -26
(53) COCC(=O)N(C)C[C@H]1Oc2cc(C#Cc3ccccc3)ccc2S(=O)(=O)N([C@@H](C)CO)C[C@H]1C
→ 0.3 | -2 | -4 | 20 | -3 | 9 | 3
(54) COc1cc(C(=O)Oc2cccc(/C=N/NC(=O)c3cc(C)[nH]n3)c2)cc(OC)c1OC
→ . | -4 | 2 | 37 | 0 | -1 | -1
(55) O=C(Nc1cccc(F)c1)N1CC(=O)N2[C@@H](CO)[C@@H](c3ccc(-c4ccccc4F)cc3)[C@@H]2C1
→ -0.2 | . | -4 | . | 4 | 2 | 3
(56) CC1CN(C(=O)c2cccc(Oc3ccccc3)c2)CC(C)O1 (centres undefined)
→ -0.1 | -6 | 5 | . | -1 | -3 | -6
(57) COc1ccnc(NCc2cccc(C(F)(F)F)c2)c1C#N
→ . | -4 | -7 | 45 | -8 | -4 | -1
(58) CCSCc1nnc(SCC(=O)Nc2ccc(OC)cc2)n1C
→ 2.4 | . | -3 | . | -3 | -3 | -3
(59) CCc1ccc(NC(=O)c2n[nH]c(=O)c3ccccc23)cc1
→ 3.1 | 5 | -1 | -4 | -1 | 3 | -4
(60) COc1ccccc1CNC(=O)CCCn1nc(C)c2c(C)n(-c3ccccc3)nc2c1=O
→ 0.6 | 1 | . | -12 | -3 | ? | 4

Some of these compounds in order of molar mass, falling.
Value order – E-sel inducer | PglD DTNB | ERp5 block | Statin myotox sup | SIRT5 block | DENV2 CPE rescue | S100A4 inh HTS
(42) Cc1noc(C)c1S(=O)(=O)Nc1ccc2c(c1)C(=O)N([C@@H](C)CO)C[C@H](C)[C@H](CN(C)C(=O)NC1CCCCC1)O2
→ -0.1 | -3 | 1 | 39 | 3 | 6 | 4
(44) CCN(CC)S(=O)(=O)c1cccc(NC(=O)c2ccc(Sc3nncn3C)c([N+](=O)[O-])c2)c1
→ 3.0 | -3 | 1 | -9 | 0 | -4 | 4
(38) CCOC(CCn1c(SCC(=O)NC2CCCC2)nc2ccccc2c1=O)OCC
→ -0.2 | 8 | -2 | 1 | -4 | ? | 1
(41) COc1ccccc1CC(=O)NNC(=O)CN(C)S(=O)(=O)c1ccc(Cl)cc1
→ -0.1 | . | -1 | . | -3 | ? | -1
(50) COc1ccc(C(=O)NC(C)Cc2cnccn2)cc1OC1CCN(C(C)C)CC1 (centres undefined)
→ . | 3 | 0 | 0 | 0 | 2 | -5
(36) O=C(Nc1nnc(COc2ccc(F)cc2)s1)Nc1ccccc1F
→ -0.2 | 0 | 2 | . | 1 | -9 | -1
(52) Cc1cc(N=Nc2ccccc2C(=O)O)c(C)c(C)c1O
→ . | . | -6 | . | 5 | 4 | -26
(37) CN(C)N1C(=O)CC(N2CCCCC2)C1=O (centres undefined)
→ -0.2 | 6 | -7 | -3 | -5 | -6 | 0
